High-throughput results (PubChem)
Pf Dd2 inh – inhibitors of Plasmodium falciparum Dd2 growth; P. falciparum Dd2 growth, SYBR Green, 72 h; active compounds read low; hit rate 2.3% among 94,000; activity change, % at 10 µM; in the data active = activity change below about -80%; inconclusive = no clear call, values can overlap the other calls
KDM4C inh – blocks human GASC-1 (KDM4C) demethylase activity; Q9H3R0; GST-KDM4C 2-372, H3K9me3 peptide, LANCE TR-FRET; inhibition, % at 12.5 µM; hit rate 0.15% among 96,000;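 active = mean replicate inhibition above about 25%, with at least 55% of replicates also reaching it, limit read from the data, passing the limit was not always enough; inconclusive = only one of those two conditions met; inactive = neither condition met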
Target sequence (Q9H3R0 2-372 limits assumed): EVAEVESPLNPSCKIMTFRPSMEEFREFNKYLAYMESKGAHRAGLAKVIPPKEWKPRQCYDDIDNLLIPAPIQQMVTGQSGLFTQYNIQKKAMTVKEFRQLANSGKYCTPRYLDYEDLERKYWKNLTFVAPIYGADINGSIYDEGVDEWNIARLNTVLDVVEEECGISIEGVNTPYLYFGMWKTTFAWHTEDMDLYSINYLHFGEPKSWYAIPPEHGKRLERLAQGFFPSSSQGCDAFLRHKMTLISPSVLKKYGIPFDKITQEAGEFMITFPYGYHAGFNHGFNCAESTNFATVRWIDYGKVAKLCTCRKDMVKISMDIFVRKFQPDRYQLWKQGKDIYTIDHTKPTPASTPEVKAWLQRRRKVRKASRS
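Material: GST-tagged GASC-1 (JMJD2C) catalytic fragment, aa 2-372 / Quantity: enzyme final amount 10 nM / Medium: HEPES buffer, pH 7.5, plus ascorbate / Doses: one test concentration per compound / Incubation: 30 min reaction, 60 min detection, RT / Measured by: LANCE TR-FRET / Read-out: inhibition from TR-FRET ratio decrease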
T cruzi growth – blocks T. cruzi growth in NIH3T3 culture; inhibition, % at 8.34 µM; T. cruzi beta-gal in NIH3T3, GalScreen luminescence, 90 h; hit rate 5.9% among 77,000;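 active = mean inhibition above about 93%, with at least 55% of replicates each passing it, limit read from the data, passing the limit was not always enough; inconclusive = only one of those two conditions holds; inactive = neither condition holds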
C diff HTS – inhibitors of Clostridium difficile growth. Clostridium difficile clinical isolate growth, OD600, 24 h; active compounds read low. growth activity, negative = inhibition, % at 16 µg/mL (by protocol). hit rate 0.25% among 86,000. AID 1259249;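 active = mean growth activity at or below -80% and every replicate also at or below -80%; inconclusive = mean at or below -80% but some replicate above -80%; inactive = mean growth activity above -80%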;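 also: 0% = DMSO wells and -100% = levofloxacin 16 µg/mL wells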
Starred values were filed as active, the others as inactive; ? = inconclusive; nt = no result given; & = joins results of further samples.

SMILES	Pf Dd2 inh	KDM4C inh	T cruzi growth	C diff HTS
C[C@H](CO)N1C[C@H](C)[C@H](CN(C)S(=O)(=O)c2ccc(Cl)cc2)OCCCC[C@H](C)Oc2ccc(NC(=O)NC3CCCCC3)cc2C1=O	nt	0.6	69	-5
CCC(=O)N(C)C[C@@H]1Oc2cc(-c3ccccc3F)ccc2S(=O)(=O)N([C@@H](C)CO)C[C@@H]1C	21	-0.2	8	3
C[C@H]1CN([C@@H](C)CO)C(=O)c2cc(NC(=O)CCN3CCOCC3)ccc2O[C@@H]1CN(C)S(=O)(=O)c1cn(C)cn1	48	-1.8	91	3
CC(C)NC(=O)N[C@H]1C=C[C@@H](CC(=O)NCc2ccc(Oc3ccccc3)cc2)O[C@@H]1CO	6	-0.6	7	0
CN1C(=O)c2cc(NC(=O)c3ccc(F)cc3)ccc2OC[C@@H]2O[C@H](CC(=O)NCC3CC3)CC[C@@H]21	-12	-0.3	24	-2
COc1ccc(NC(=O)N(C)C[C@@H]2OCc3ccccc3-c3ccccc3C(=O)N([C@H](C)CO)C[C@H]2C)c(OC)c1	-29	1.6	12	nt
CC(C)NC(=O)N(C)C[C@H]1Oc2c(NC(=O)NC3CCCCC3)cccc2C(=O)N([C@H](C)CO)C[C@H]1C	-3	4.9	8	-2
COc1ccc2c3c([nH]c2c1)[C@H](CO)N(C(=O)Nc1ccc(F)cc1)CC31CCN(Cc2cc(F)ccc2F)CC1	-75	-0.5	nt	57
C[C@@H]1CN([C@@H](C)CO)C(=O)CCCn2nncc2CO[C@@H]1CN(C)C(=O)Nc1ccccc1F	-2	nt	19	-2
C[C@@H]1CN([C@@H](C)CO)C(=O)CCCn2nncc2CO[C@@H]1CN(C)Cc1ccccc1	-11	-0.3	-2	-1
C[C@H](CO)N1C[C@H](C)[C@H](CN(C)C(=O)Nc2ccc(C(F)(F)F)cc2)OCCCC[C@H](C)Oc2ccc(NC(=O)Nc3ccc4c(c3)OCO4)cc2C1=O	65	-0.3	111*	0
C[C@H](CO)N1C[C@H](C)[C@H](CN(C)C(=O)Cc2cccnc2)Oc2cc(C#Cc3ccccc3F)ccc2S1(=O)=O	-62	-0.6	68	2
C[C@@H]1CN([C@H](C)CO)C(=O)c2cc(NC(=O)Nc3ccc4c(c3)OCO4)ccc2O[C@@H](C)CCCCO[C@H]1CN(C)S(=O)(=O)c1cccs1	-62	2.7	53	-9
C[C@@H]1CN([C@@H](C)CO)C(=O)c2cc(NC(=O)CCN3CCOCC3)ccc2O[C@H]1CN(C)Cc1ccc(C(=O)Nc2ccccc2N)cc1	29	-1.9	90	nt
C[C@@H]1CN([C@H](C)CO)C(=O)CCCn2nncc2CO[C@@H]1CN(C)S(=O)(=O)c1ccc(F)cc1	9&3	0.1	-13&-20	4&0
CN1c2ccc(Br)cc2[C@@H]2[C@@H](CCN2C(=O)C2CCCC2)[C@@H]1CO	-2	2.2	nt	18
CN1C(=O)c2cc(NC(=O)c3ccccc3)ccc2OC[C@@H]2O[C@@H](CC(=O)NC3CCCC3)CC[C@H]21	-9	-0.2	19	-2
C[C@H](CO)N1C[C@H](C)[C@H](CN(C)Cc2ccccc2C(=O)O)Oc2ncc(C3=CCCC3)cc2C1=O	11	3.0	56	-5
C[C@H]1CN([C@@H](C)CO)C(=O)c2c(c3ccccc3n2C)-c2ccccc2CO[C@@H]1CN(C)C(=O)Nc1ccc2c(c1)OCO2	43	-0.8	89	-2
Cc1ccccc1-c1ccc2c(c1)O[C@@H](CN(C)Cc1ccc(C(=O)O)cc1)[C@H](C)CN([C@H](C)CO)S2(=O)=O	9	-0.1	nt	13
COc1ccc(S(=O)(=O)N(C)C[C@H]2OCCCC[C@@H](C)Oc3ccc(NC(=O)Nc4ccccc4)cc3C(=O)N([C@@H](C)CO)C[C@@H]2C)cc1	-64	-1.8	100*	-6
CCNC(=O)[C@H]1[C@H](CO)[C@H]2Cn3c(ccc(-c4ccncc4)c3=O)[C@H]2N1Cc1cc(F)ccc1F	18	-0.8	nt	5
COc1ccccc1-c1cn(CC[C@@H]2CC[C@@H](NC(=O)c3ccccc3F)[C@H](CO)O2)nn1	-33	-0.1	nt	-1
CN1c2ccc(-c3ccc(F)cc3)cc2[C@@H]2[C@@H](CCN2C(=O)Nc2ccc(F)cc2)[C@@H]1CO	5	-1.2	-1	31
Cc1ccc(S(=O)(=O)Nc2ccc3c(c2)C(=O)N([C@@H](C)CO)C[C@@H](C)[C@@H](CN(C)Cc2ccc4c(c2)OCO4)OCCCC[C@H](C)O3)cc1	-63	-0.3	?	-9
COc1cccc(CNC(=O)C[C@@H]2C=C[C@@H](NC(=O)C3CCC3)[C@@H](CO)O2)c1	38	-0.5	-21	nt
Cc1noc(C)c1S(=O)(=O)N(C)C[C@@H]1Oc2ccc(NS(=O)(=O)c3ccc(Cl)cc3)cc2CC(=O)N([C@H](C)CO)C[C@@H]1C	-38	-2.7	16	-18
Cc1noc(C)c1NC(=O)Nc1ccc2c(c1)CC(=O)N([C@H](C)CO)C[C@H](C)[C@H](CN(C)S(=O)(=O)c1ccc(F)cc1)O2	16	1.7	13	7
O=C(C[C@H]1C=C[C@H](NC(=O)CC2CC2)[C@@H](CO)O1)NCC(F)(F)F	-23	0.2	45	1
Cc1cccc(-c2ccc([C@H]3[C@@H](CO)N4CCCCN(C(=O)NC(C)C)C[C@@H]34)cc2)c1	1	-0.1	92	-20
COc1ccc(S(=O)(=O)N(C)C[C@@H]2Oc3ccc(NC(=O)NC4CCCCC4)cc3CC(=O)N([C@H](C)CO)C[C@@H]2C)cc1	-64	-0.5	29	3
C[C@@H]1CN([C@@H](C)CO)C(=O)c2cc(-c3ccncc3)cnc2O[C@H]1CN(C)C(=O)c1ccc(F)cc1	11	13	80	7
O=C(N[C@@H]1CC[C@@H](CCNS(=O)(=O)c2ccccc2)O[C@H]1CO)c1cnccn1	28	0.5	-20	-1
C[C@H]1CN([C@@H](C)CO)C(=O)c2cc(NS(=O)(=O)c3ccc(F)cc3)ccc2O[C@@H]1CN(C)S(C)(=O)=O	27	17	-14	-3
C[C@@H]1CN([C@@H](C)CO)C(=O)Cc2cc(NS(=O)(=O)c3cn(C)cn3)ccc2O[C@@H]1CN(C)S(C)(=O)=O	21	1.4	12	-4
C[C@H]1CN([C@@H](C)CO)S(=O)(=O)c2ccc(-c3cccnc3)cc2O[C@@H]1CN(C)C(=O)C1CCC1	-20	1.1	32	-12
C[C@@H]1CN([C@H](C)CO)C(=O)c2cccc(NS(=O)(=O)c3cccs3)c2O[C@@H]1CN(C)Cc1ccncc1	21	-1.1	-67	4
COc1ccccc1NC(=O)N[C@@H]1CC[C@@H](CCn2cc(C3(O)CCCC3)nn2)O[C@@H]1CO	-20	-1.0	-2	nt
C[C@H](CO)N1C[C@H](C)[C@H](CN(C)C(=O)Nc2ccccc2)OCCCC[C@H](C)Oc2ccc(NS(=O)(=O)c3ccccc3)cc2C1=O	17	0.0	nt	nt
Cc1ccc(S(=O)(=O)N[C@H]2CC[C@@H](CCn3cc(C4CCCCC4)nn3)O[C@H]2CO)cc1	-23	-0.7	18	0
O=C(NC[C@H]1[C@H](c2ccccc2)[C@H](CO)N1Cc1ccccn1)C1CCCC1	-69	1.5	97*	4
C[C@H](CO)N1C[C@H](C)[C@@H](CN(C)S(=O)(=O)c2cccs2)Oc2ccc(NC(=O)Cn3cnnn3)cc2CC1=O	4	0.8	13	2
C[C@@H]1CN([C@H](C)CO)C(=O)Cc2cc(NS(=O)(=O)c3cn(C)cn3)ccc2O[C@H]1CN(C)Cc1ccncc1	2	-1.8	nt	1
C[C@H](CO)N1C[C@H](C)[C@H](CN(C)C(=O)Cc2ccccc2)Oc2ncc(C#Cc3ccccc3F)cc2C1=O	-11	-0.2	33	3
CC(C)NC(=O)N(C)C[C@@H]1Oc2cc(-c3ccccc3)ccc2S(=O)(=O)N([C@H](C)CO)C[C@@H]1C	-18	0.4	65	-2
COc1cccc(-c2ccc3c(c2)[C@H]2[C@H](CCN2C(=O)CN2CCOCC2)[C@H](CO)N3)c1	-12	-0.6	86	-19
COCC(=O)N(C)C[C@H]1Oc2cc(-c3cccc(F)c3)ccc2S(=O)(=O)N([C@@H](C)CO)C[C@H]1C	33	-0.5	-8	-4
O=C(Nc1ccccc1)N[C@H]1CC[C@H](CCn2cc(-c3ccccc3F)nn2)O[C@@H]1CO	23	0.0	nt	2
CC(C)NC(=O)N(C)C[C@H]1Oc2c(NC(=O)c3ccc(-c4nccs4)cc3)cccc2C(=O)N([C@@H](C)CO)C[C@H]1C	-43	0.6	4	4
Cc1ccc(S(=O)(=O)N(C)C[C@H]2OCCCC[C@@H](C)Oc3ccc(NC(=O)C4CCCCC4)cc3C(=O)N([C@@H](C)CO)C[C@H]2C)cc1	-57	-1.5	29	-4
COC(=O)C[C@@H]1CC[C@@H]2[C@H](COc3ccc(NC(=O)c4cscn4)cc3C(=O)N2C)O1	-9	-0.5	26	-2
C[C@@H]1CN([C@H](C)CO)C(=O)c2cc(NC(=O)Cc3ccccc3)ccc2O[C@@H]1CN(C)Cc1ccc(C(=O)Nc2ccccc2N)cc1	-85*	1.9	73	0

By substructure: those above with an aryl methoxy group.
SMILES	Pf Dd2 inh	KDM4C inh	T cruzi growth	C diff HTS
COc1ccc(NC(=O)N(C)C[C@@H]2OCc3ccccc3-c3ccccc3C(=O)N([C@H](C)CO)C[C@H]2C)c(OC)c1	-29	1.6	12	nt
COc1ccc2c3c([nH]c2c1)[C@H](CO)N(C(=O)Nc1ccc(F)cc1)CC31CCN(Cc2cc(F)ccc2F)CC1	-75	-0.5	nt	57
COc1ccc(S(=O)(=O)N(C)C[C@H]2OCCCC[C@@H](C)Oc3ccc(NC(=O)Nc4ccccc4)cc3C(=O)N([C@@H](C)CO)C[C@@H]2C)cc1	-64	-1.8	100*	-6
COc1ccccc1-c1cn(CC[C@@H]2CC[C@@H](NC(=O)c3ccccc3F)[C@H](CO)O2)nn1	-33	-0.1	nt	-1
COc1cccc(CNC(=O)C[C@@H]2C=C[C@@H](NC(=O)C3CCC3)[C@@H](CO)O2)c1	38	-0.5	-21	nt
COc1ccc(S(=O)(=O)N(C)C[C@@H]2Oc3ccc(NC(=O)NC4CCCCC4)cc3CC(=O)N([C@H](C)CO)C[C@@H]2C)cc1	-64	-0.5	29	3
COc1ccccc1NC(=O)N[C@@H]1CC[C@@H](CCn2cc(C3(O)CCCC3)nn2)O[C@@H]1CO	-20	-1.0	-2	nt
COc1cccc(-c2ccc3c(c2)[C@H]2[C@H](CCN2C(=O)CN2CCOCC2)[C@H](CO)N3)c1	-12	-0.6	86	-19
